# Assay outcomes: PubChem, National Center for Advancing Translational Sciences (NCATS)
# NIH3T3 tox – NIH 3T3 cell cytotoxicity. AID 1345082. 4.3% of 94,000 active. NIH 3T3 viability, CellTiter-Glo ATP luminescence, 48-72 h. Potency, µM (doses to about 96.7 µM), inactives show at the highest dose activity change, negative = cytotoxicity, hits mostly inhibitors; further: potency means the concentration at half of the fitted maximal effect; nearly all actives have a fitted effect of over 55% in size
#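 Cells were seeded at 400 per well, treated with pin-transferred compound, and kept 48 or 72 hr at 37 °C before CellTiter-Glo addition and luminescence imaging of cellular ATP.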
# FLuc inh – blocks purified firefly luciferase enzyme activity; purified P. pyralis luciferase, luminescence, biochemical; Potency, µM (titrated, usually from 115 µM), for inactives: at the top dose activity change, negative = inhibition, most hits filed as inhibitors; 2.5% of 76,000 active; AID 1347043; further: potency means the concentration at half of the fitted maximal effect; nearly all actives have a fitted effect of over 65% in size
# Target sequence (P08659 whole entry, looked up): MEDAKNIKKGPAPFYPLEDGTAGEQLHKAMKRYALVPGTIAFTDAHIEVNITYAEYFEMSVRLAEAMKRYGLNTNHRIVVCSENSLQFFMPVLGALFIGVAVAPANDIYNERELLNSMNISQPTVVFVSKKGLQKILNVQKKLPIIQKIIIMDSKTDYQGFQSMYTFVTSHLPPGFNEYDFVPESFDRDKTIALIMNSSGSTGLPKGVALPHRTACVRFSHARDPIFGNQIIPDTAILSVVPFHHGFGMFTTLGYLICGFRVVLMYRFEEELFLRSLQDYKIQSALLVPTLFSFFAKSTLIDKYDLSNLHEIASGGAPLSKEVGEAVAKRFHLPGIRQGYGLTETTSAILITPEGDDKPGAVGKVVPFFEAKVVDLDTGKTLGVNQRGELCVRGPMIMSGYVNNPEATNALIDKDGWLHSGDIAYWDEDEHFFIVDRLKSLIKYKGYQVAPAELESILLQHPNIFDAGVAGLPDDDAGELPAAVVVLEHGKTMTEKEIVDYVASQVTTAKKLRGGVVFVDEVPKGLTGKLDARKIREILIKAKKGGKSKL
#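 Inhibitors were tested against purified firefly luciferase in a biochemical, low-substrate format (both substrates at 10uM) and luminescence measured with a CCD imager.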
# HEK293 viab – counter-screen for SNCA expression inhibitors: cell viability; HEK-293-SNCA-luc viability, GF-AFC fluorescence, 24 h; Potency, µM (top dose mostly 57.1 µM), without a hit: top-dose activity change, negative = cytotoxicity, usual class: cytotoxic; 0.12% of 150,000 active; AID 1671193;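 further: potency means the concentration at half of the fitted maximal effect; 0% = DMSO-treated cells and -100% = medium-only wells without cells; nearly all actives have a fitted effect of over 30% in size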
#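 Cytotoxicity counterscreen: after 24 h compound treatment of genome-edited SNCA-luciferase HEK-293 cells, live-cell protease substrate GF-AFC read by fluorescence after 30 min; activity scaled between DMSO (0%) and medium-only (-100%), curves Hill-fitted.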
# HEK293 tox – HEK 293 cell cytotoxicity | HEK 293 viability, ATP luminescence (CellTiter-Glo), 48-72 h | Potency, µM (titrated, usually from 115 µM), for the others: at the top dose activity change, negative = cytotoxicity, hits mostly inhibitors | 6.6% of 94,000 active; further: potency means the concentration at half of the fitted maximal effect; nearly all actives have a fitted effect of over 60% in size
#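 Luminescence from cellular ATP, measured with CellTiter-Glo, indicates HEK 293 viability. Cells plated at 250 cells/well are treated with compound for 48 or 72 hr at 37 degree Celsius before reagent addition.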
# IP6K1 inh – blocks human inositol hexakisphosphate kinase 1 | 0.81% of 140,000 active | IP6K1 kinase, ADP-Glo luminescence, 2 h; active compounds read low | activity change, % (series mostly up to about 58 µM) | Q92551; in the data active means activity change below about -25%
# Target sequence (Q92551 whole entry, looked up): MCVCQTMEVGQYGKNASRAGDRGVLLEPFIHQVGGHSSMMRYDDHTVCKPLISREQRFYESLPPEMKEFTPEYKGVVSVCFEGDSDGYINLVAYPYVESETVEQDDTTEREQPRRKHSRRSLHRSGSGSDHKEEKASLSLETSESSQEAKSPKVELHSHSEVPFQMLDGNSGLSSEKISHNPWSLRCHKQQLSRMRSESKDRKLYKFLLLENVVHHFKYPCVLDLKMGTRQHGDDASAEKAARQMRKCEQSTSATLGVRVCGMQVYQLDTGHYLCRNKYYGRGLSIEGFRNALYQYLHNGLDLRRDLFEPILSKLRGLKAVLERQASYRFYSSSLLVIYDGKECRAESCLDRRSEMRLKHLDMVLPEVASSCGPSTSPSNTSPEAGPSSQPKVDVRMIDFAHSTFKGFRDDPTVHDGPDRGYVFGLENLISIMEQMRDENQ
#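 ADP-Glo luminescence measures ADP made by human IP6K1 during a 2 h RT reaction with ATP/IP6 (mix at 1.3 mM/130 uM); top library doses 57.5 and 19.1 uM final.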
# SNCA expr inhib – inhibitors of alpha-synuclein (SNCA) gene expression | HEK-293 SNCA-luciferase knock-in, luminescence, 24 h | Potency, µM (doses to about 57.2 µM), for inactives: top-dose activity change, negative = inhibition, actives largely listed as inhibitors | 0.17% of 140,000 active | AID 1671194;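 further: potency means the concentration at half of the fitted maximal effect; plate controls were DMSO cells for no effect and cell-free wells for full effect; nearly all actives have a fitted effect of over 45% in size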
# GPT2 inhibitor – GPT2 alanine aminotransferase inhibition. Recombinant GPT2, coupled pyruvate oxidase/HRP Amplex Red fluorescence. Potency, µM (highest dose often 57.7 µM), for the others: at the top dose activity change, negative = inhibition, most hits filed as inhibitors. 0.25% of 100,000 active. AID 1671188; further: potency means the concentration at half of the fitted maximal effect; nearly all actives have a fitted effect of over 60% in size; many of its hits are not listed in these tables
#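 GPT2 10ng/uL, a-KG 250uM, L-Ala 2mM, HEPES pH7.5 + 0.0001% Tween; 30 min RT. Then Amplex mix (PO/HRP/ThPP), 30 min RT dark, fluorescence. AOA 50uM used as positive control.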
# The depositor's hits bear a star; i = inactive; ? = inconclusive; . = no result given; [ ] = remark or other dose. Unless noted, the call rests on the fitted dose curve; in most records, active means well fitted curve in the direction sought with a large enough effect; inconclusive means small, poorly fitted or top-dose-only effect, or another doubt; inactive means no such curve, though single readings can be large; an effect the other way counts as inactive or inconclusive. Unless noted, on the % scale 0 is the no-effect control and ±100 the full control effect. A portion of the library; the hit share may differ from the screen's.
# Keys – A = NIH3T3 tox; B = FLuc inh; C = HEK293 viab; D = HEK293 tox; E = IP6K1 inh; F = SNCA expr inhib; G = GPT2 inhibitor
CCOC(=O)C1CCN(C(=O)C2COC3(CCCCC3)N2C(=O)c2cc(F)cc(F)c2)CC1 (stereo not drawn)
  A: -19.5%; B: 0.4%; C: -8.8%; D: ?; E: 1.6; F: -8.0%; G: -5.5%

O=C(Nc1ccccc1)Nc1ccc(=O)n2c1[C@@H]1C[C@@H](CN(C(=O)Nc3ccc(F)cc3)C1)C2
  A: -28.6%; B: -29.2%; C: -6.1%; D: -13.1%; E: 6.6; F: -20.0%; G: -2.1%

O=C1NC2(CCN(C(=O)c3cccnc3)C2)Oc2ccccc21 (stereo not drawn)
  A: 3.2%[138 µM]; B: 1.0%[172 µM]; C: -0.6%[87.6 µM]; D: -5.1%[172 µM]; E: 2.9; F: 0.2%[87.6 µM]; G: i

CCCNC(=O)C1CCC(Cn2c(=O)c3sccc3n(CC(=O)N3CCCC3)c2=O)CC1 (stereo not drawn)
  A: .; B: .; C: 1.5%; D: .; E: -11.0; F: 14.0%; G: .

COc1ccccc1CNc1nc2c(S(=O)(=O)c3ccccc3)nnn2c2ccc(Cl)cc12
  A: .; B: .; C: 4.8%; D: .; E: 12.3; F: 20.0%; G: .

COCCn1c(=O)c(C(=O)N2CCN(C(C)=O)CC2)nc2cccnc21
  A: -14.1%; B: .; C: 14.3%; D: -2.9%; E: 7.4; F: -5.4%; G: -3.5%

O=C1NC[C@H]2CN(Cc3cccc(OC(F)(F)F)c3)CCN12
  A: -15.8%[174 µM]; B: -3.3%[172 µM]; C: 5.4%[87.6 µM]; D: -12.5%[172 µM]; E: -0.6; F: -20.3%[87.6 µM]; G: -5.5%[88.5 µM]

O=C1CCN(CC(O)COc2ccccc2)c2ccsc2CN1Cc1ccccc1 (stereo not drawn)
  A: ?; B: .; C: .; D: ?; E: 9.0; F: .; G: .

CCn1c2ccccc2c2cc(CN3CCN(Cc4ccc(Br)cc4)CC3)ccc21
  A: .; B: .; C: 14.5%; D: .; E: -58.0*; F: -10.6%; G: .

CCOC(=O)c1c(-c2ccccc2)csc1NC(=O)c1cc(-c2cccc(OC)c2)on1
  A: .; B: .; C: 0.8%; D: .; E: -8.8; F: -29.3%; G: .

Cn1nccc1C(=O)N1CC(c2ncc3c(-c4cccc(C(F)(F)F)c4)nccn23)C1
  A: ?; B: -5.6%[172 µM]; C: 0.0%[87.6 µM]; D: ?; E: -19.9; F: 22.2%[87.6 µM]; G: -5.9%[88.5 µM]

OCC1COCCN(Cc2csc(-c3ccc(C(F)(F)F)cc3)n2)C1 (stereo not drawn)
  A: ?; B: ?; C: -2.5%; D: ?; E: -1.8; F: 4.5%; G: -4.3%

CN1c2cc(C(=O)N3CCN(c4ccccc4)CC3)ccc2C(=O)N2CCCCCC21 (stereo not drawn)
  A: ?; B: -15.1%; C: -3.3%[12.5 µM]; D: ?; E: -9.6; F: -12.0%; G: -1.6%

CC(=O)N1CCc2cc(S(=O)(=O)NC(Cc3ccccc3)C(=O)Nc3cccc(C)c3)ccc21 (stereo not drawn)
  A: .; B: .; C: ?; D: .; E: 8.5; F: ?; G: .

Cc1ccc(F)cc1CC(=O)N1C[C@@H](CN2CCOCC2)[C@@H](CO)C1
  A: -12.7%; B: 6.3%; C: -15.5%; D: 2.3%; E: 9.7; F: 5.7%; G: i

# An excerpt of these results, with values under each structure.
# Each structure is followed by: NIH3T3 tox	FLuc inh	HEK293 viab	HEK293 tox	IP6K1 inh	SNCA expr inhib	GPT2 inhibitor
- O=C1NC2(CCN(C(=O)c3cccnc3)C2)Oc2ccccc21 (stereo not drawn)
→ 3.2%[138 µM]	1.0%[172 µM]	-0.6%[87.6 µM]	-5.1%[172 µM]	2.9	0.2%[87.6 µM]	i
- CCCNC(=O)C1CCC(Cn2c(=O)c3sccc3n(CC(=O)N3CCCC3)c2=O)CC1 (stereo not drawn)
→ .	.	1.5%	.	-11.0	14.0%	.
- COc1ccccc1CNc1nc2c(S(=O)(=O)c3ccccc3)nnn2c2ccc(Cl)cc12
→ .	.	4.8%	.	12.3	20.0%	.
- COCCn1c(=O)c(C(=O)N2CCN(C(C)=O)CC2)nc2cccnc21
→ -14.1%	.	14.3%	-2.9%	7.4	-5.4%	-3.5%
- O=C1NC[C@H]2CN(Cc3cccc(OC(F)(F)F)c3)CCN12
→ -15.8%[174 µM]	-3.3%[172 µM]	5.4%[87.6 µM]	-12.5%[172 µM]	-0.6	-20.3%[87.6 µM]	-5.5%[88.5 µM]
- O=C1CCN(CC(O)COc2ccccc2)c2ccsc2CN1Cc1ccccc1 (stereo not drawn)
→ ?	.	.	?	9.0	.	.
- CCn1c2ccccc2c2cc(CN3CCN(Cc4ccc(Br)cc4)CC3)ccc21
→ .	.	14.5%	.	-58.0*	-10.6%	.

# Later entries.
# Keys – A = NIH3T3 tox; B = FLuc inh; C = HEK293 viab; D = HEK293 tox; E = IP6K1 inh; F = SNCA expr inhib; G = GPT2 inhibitor
CCOC(=O)C1=C(CS(=O)(=O)c2ccc(OC)c(Cl)c2)NC(=O)NC1c1cccc(OC)c1 (stereo not drawn)
  A: .; B: .; C: -17.8%; D: .; E: 5.5; F: -7.7%; G: .

O=C1c2c(nc(COc3cc(F)cc(F)c3)n2Cc2ccccc2)NCCN1Cc1ccccc1F
  A: 25.1µM*; B: -9.1%; C: -9.9%; D: ?; E: 0.2; F: -6.0%; G: -5.2%

CCn1c(=O)c2sccc2n2c(CCC(=O)Nc3cc(C)cc(C)c3)nnc12
  A: .; B: .; C: -0.9%; D: .; E: -1.1; F: 5.9%; G: .

CC(C)NC(=O)Cn1ccn2nc(-c3ccccc3)c(CO)c2c1=O
  A: -6.0%; B: -1.3%; C: 2.3%; D: 7.7%; E: 8.1; F: ?; G: i

CCc1nn(Cc2c(C)cc(C)cc2C)c(=O)c2cc3cc(C)ccc3n12
  A: .; B: .; C: 8.8%; D: .; E: -4.5; F: 8.6%; G: .

Cc1ocnc1C(=O)N1CCC2(CC1)CN(CC(C)c1ccccc1)C(=O)O2 (stereo not drawn)
  A: -19.0%; B: 1.7%; C: -6.7%; D: -8.7%; E: 14.4; F: -24.1%; G: -10.3%

CCOc1ccc(NC(=O)CSc2nc3ccsc3c(=O)n2CC)cc1
  A: .; B: .; C: 4.3%; D: .; E: -7.5; F: 31.6%[activator]; G: .

COc1ccc(-c2nc(-c3ccccc3)nc3c2CN(C(=O)C2CC2)CC3)cc1
  A: ?; B: 2.5%; C: -18.9%; D: ?; E: 16.6; F: -7.9%; G: i

CCOc1ccccc1CNC(=O)c1ccc2c(c1)nc1n2CCCCC1
  A: .; B: .; C: 2.7%; D: .; E: 5.1; F: 67.4%[activator]; G: .

O=C(Nc1cccc(C(F)(F)F)c1)N1CCC(CN2CCCCCC2)CC1
  A: .; B: .; C: -0.8%; D: .; E: 13.3; F: 11.9%; G: .

O=C(NC1CCCC1)c1cc2cn(C3CC3)cc2s1
  A: -21.3%; B: -17.5%; C: 6.3%; D: ?; E: 2.4; F: 6.5%; G: ?

C[C@]1(O)CCN(C(=O)Cc2ccc(-n3cnnn3)cc2)C[C@@H]1O
  A: 2.0%; B: 1.7%; C: 8.7%; D: 2.6%; E: 0.4; F: -9.9%; G: i

CCN1CCN(C(=O)Cn2ncc3c4ccccc4n(Cc4ccccc4)c3c2=O)CC1
  A: .; B: .; C: ?; D: .; E: -9.0; F: ?; G: .

CC(=O)c1cccc(NC(=O)Cn2cnc3c2c(=O)n(C)c(=O)n3C)c1
  A: .; B: .; C: -0.9%; D: .; E: -0.2; F: -1.5%; G: .

O=C(Nc1cccc(-c2nnc3n2CCCC3)c1)c1ccc(F)cc1F
  A: -21.3%; B: -0.5%; C: -17.6%; D: -6.8%; E: 26.4; F: 36.3%[activator]; G: i

COc1ccc(N2CC(C(=O)NCc3cccs3)NC2=O)cc1 (stereo not drawn)
  A: -20.7%[138 µM]; B: 1.1%[172 µM]; C: -5.5%[87.6 µM]; D: -26.0%[172 µM]; E: 1.9; F: 39.0%[activator][87.6 µM]; G: -7.2%[88.5 µM]

O=C(C1CCCN(C(=O)C2CC2)C1)N1CCC(c2nc3ncccc3[nH]2)CC1 (stereo not drawn)
  A: -11.9%; B: .; C: -7.8%; D: i; E: 4.3; F: 0.4%; G: i

Cc1ccsc1C(=O)N1CCC(c2n[nH]c(=O)n2Cc2ccc(F)cc2)CC1
  A: ?; B: -3.2%; C: 3.6%; D: -8.4%; E: -5.8; F: -29.3%; G: 3.2%

O=C(NCc1c[nH]c(=O)[nH]c1=O)C1CCN(Cc2ccco2)CC1
  A: -1.5%; B: 2.7%; C: -0.4%; D: -28.2%; E: 6.5; F: 28.6%; G: -10.8%

Clc1ccccc1CSc1nc(NCCc2ccccc2)c2ccccc2n1
  A: .; B: .; C: 21.0%; D: .; E: -9.8; F: 2.0%; G: .

Cn1nc(N2CCC(NS(=O)(=O)c3ccccc3F)CC2)ccc1=O
  A: -29.4%; B: .; C: 4.8%; D: -16.5%; E: 6.9; F: -1.1%; G: 2.6%

Cc1cc(C(=O)N2CCC(F)(c3nc(-c4ccncc4)no3)CC2)n[nH]1
  A: -9.0%; B: 4.1%; C: -1.7%; D: -23.1%; E: 0.1; F: -8.0%; G: i

COCCN(C)C(=O)C1(C)CN(Cc2ccccc2)Cc2ccc(NCC(C)C)nc21 (stereo not drawn)
  A: ?; B: 3.6%[172 µM]; C: ?; D: 79.4µM*; E: 28.4; F: ?; G: -13.9%[88.5 µM]

Cn1ccnc1CN1CCC2(CC1)COCCN2C(=O)OCc1ccccc1
  A: ?; B: -2.1%[172 µM]; C: -1.8%[87.6 µM]; D: ?; E: -2.0; F: -19.9%[87.6 µM]; G: 3.6%[88.5 µM]

O=c1c2ccccc2nc2sc(Nc3cccc(C(F)(F)F)c3)nn12
  A: .; B: .; C: 10.1%; D: .; E: 7.0; F: 21.6%; G: .

O=C(NCCc1noc(C2CC2)n1)c1n[nH]c2ccccc12
  A: -14.4%; B: -3.6%; C: 5.6%; D: -8.2%; E: 36.7; F: -0.8%; G: -8.5%

COC(=O)c1cc(OC)c(OC)c(OC)c1NC(=O)c1cc(=O)n(C)c(=O)n1C
  A: .; B: .; C: -3.3%; D: .; E: 5.6; F: 7.4%; G: .

O=C(NCc1ccc(Cl)cc1)c1cnn2ncccc12
  A: ?; B: ?; C: -0.4%[87.6 µM]; D: ?; E: -1.8; F: 144.5%[activator][87.6 µM]; G: 1.9%[88.5 µM]

O=C(CSCc1ccc(F)cc1)N1CCc2c([nH]c3ccccc23)C1c1ccc(Cl)cc1 (stereo not drawn)
  A: .; B: .; C: -6.3%; D: .; E: 19.6; F: 10µM*; G: .
